Screens: PubChem, several laboratories
Rv3671c inh: Rv3671c serine protease inhibitors, primary screen, biochemical, fluorescence polarization, M. tuberculosis H37Rv; inhibition, % at 5.96 µM; AID 2606, 2010; actives 0.048% (n = 320,000); in the data active means inhibition above about 38%;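 further: extracellular domain of Rv3671c used as enzyme; 0% = enzyme with DMSO and 100% = no enzyme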
Target sequence (P9WHR9 whole entry, looked up, the tested form may be a part): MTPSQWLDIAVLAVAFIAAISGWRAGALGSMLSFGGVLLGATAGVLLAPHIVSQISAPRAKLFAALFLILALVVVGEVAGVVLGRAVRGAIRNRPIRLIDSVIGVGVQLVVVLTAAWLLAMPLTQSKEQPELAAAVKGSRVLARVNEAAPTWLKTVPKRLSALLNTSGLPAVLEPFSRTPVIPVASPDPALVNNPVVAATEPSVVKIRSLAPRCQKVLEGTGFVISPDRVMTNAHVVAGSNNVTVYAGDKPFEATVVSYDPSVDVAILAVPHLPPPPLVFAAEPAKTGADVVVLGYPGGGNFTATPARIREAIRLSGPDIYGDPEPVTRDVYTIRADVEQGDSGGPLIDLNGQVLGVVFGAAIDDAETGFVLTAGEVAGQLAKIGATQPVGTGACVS
Mtb BioA inh: M. tuberculosis BioA enzyme inhibitors, primary screen, biochemical, plate reader, single point, HTS | 7,8-diaminopelargonic acid synthase BioA (Mycobacterium tuberculosis) | purified M. tuberculosis BioA enzyme | inhibition, % at 9.99 µM | actives 0.096% (n = 360,000) | AID 602481, 2012; in the data active means inhibition above about 40%; inconclusive means no clear call, values can overlap the other calls
MazEF act: activators of E. coli MazEF toxin-antitoxin RNase, primary screen, biochemical, fluorescence, uHTS | FAM/BHQ RNA-DNA oligo cleavage fluorescence, 5 h | activation, % at 20 µM | actives 0.32% (n = 350,000) | AID 504720, 2011; in the data active means activation above about 50%
Target sequence (P0AE70 whole entry, looked up): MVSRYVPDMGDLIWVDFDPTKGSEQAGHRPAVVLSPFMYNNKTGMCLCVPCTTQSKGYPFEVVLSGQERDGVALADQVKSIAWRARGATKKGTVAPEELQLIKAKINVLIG
GDH-TPI inh: GDH-TPI coupling enzyme inhibitors, primary screen, artefact control for M. tuberculosis FBA inhibitor project, biochemical, absorbance, full deck | GDH-TPI coupled enzyme counterscreen, NADH absorbance | inhibition, % at 4.8 µM | actives 1.2% (n = 360,000); in the data active means inhibition above about 30%;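 further: 0% = DMSO wells and 100% = wells lacking the enzyme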
Mtb FBA inh: Mtb FBA enzyme inhibitors, primary screen, biochemical, fluorescence, strain H37Rv. purified M. tuberculosis FBA, fluorescence read-out. Fructose-bisphosphate aldolase (Mycobacterium tuberculosis (strain ATCC 25618 / H37Rv)), …. AID 588726, 2011. actives 2.3% (n = 360,000). inhibition, % at 1 µM; in the data active means inhibition above about 27%;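 further: 0% = vehicle and 100% = reference inhibitor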
Target sequence (P9WQA3 whole entry, looked up): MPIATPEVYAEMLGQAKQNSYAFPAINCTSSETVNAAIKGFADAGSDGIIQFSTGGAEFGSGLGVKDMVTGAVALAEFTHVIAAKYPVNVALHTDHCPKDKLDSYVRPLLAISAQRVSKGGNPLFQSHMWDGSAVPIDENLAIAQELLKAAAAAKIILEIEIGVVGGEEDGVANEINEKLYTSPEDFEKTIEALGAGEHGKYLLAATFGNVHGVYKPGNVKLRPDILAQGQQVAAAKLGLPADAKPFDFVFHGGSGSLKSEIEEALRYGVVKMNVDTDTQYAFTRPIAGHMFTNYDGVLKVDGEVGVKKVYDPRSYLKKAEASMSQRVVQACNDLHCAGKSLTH
FadD28 binding: inhibitors of FadD28 bisubstrate probe binding, primary screen, biochemical, fluorescence polarization, single point. Mycobacterium tuberculosis FadD28 fatty-acid-AMP ligase. inhibition, % at 12.5 µM. actives 0.22% (n = 360,000). AID 588549, 2011; in the data active means inhibition above about 8.5%, passing the limit was not always enough; inconclusive means no clear call, values can overlap the other calls
UGM FP inh: M. tuberculosis UGM enzyme inhibitors, primary screen, biochemical, fluorescence polarization, single point; UDP-galactopyranose mutase (Mycobacterium tuberculosis (strain ATCC 25618 / H37Rv)), …; purified UGM, fluorescence polarization probe displacement; inhibition, % at 10 µM; actives 0.06% (n = 320,000); AID 504406, 2011; in the data active means inhibition above about 10%, passing the limit was not always enough; inconclusive means no clear call, values can overlap the other calls
PrPC surface inh: inhibitors of human cell surface prion protein PrPC, primary screen, cell-based, TR-FRET; Major prion protein (Homo sapiens), P04156; TR-FRET read-out; inhibition, % at 13.8 µM; actives 0.43% (n = 370,000); AID 720596, 2013; in the data active means inhibition above about 24%; further: 0% = median of the test wells and 100% = reference compound wells
BoNT F protease: BoNT/F light chain protease inhibitors, primary screen, biochemical, flow cytometry, MLPCN library. Botulinum neurotoxin type F light chain protease (Clostridium botulinum). Multiplex microsphere protease cleavage assay. inhibition, % at 10 µM. actives 0.22% (n = 360,000); in the data active means inhibition above about 35%, passing the limit was not always enough; inconclusive means no clear call, values can overlap the other calls; further: plate controls were buffer without enzyme for full effect and enzyme alone for no effect
Numbers without * were called inactive; ? = inconclusive; . = no result given; & = joins results of further samples.

SMILES	Rv3671c inh	Mtb BioA inh	MazEF act	GDH-TPI inh	Mtb FBA inh	FadD28 binding	UGM FP inh	PrPC surface inh	BoNT F protease
CN(C)c1ccc(C(=O)NCC(c2cccs2)N2CCOCC2)cc1[N+](=O)[O-] (stereo not given)	3.0	1.2	5.1	7.9	2.4	-0.2	-1.9	-22.4	14.2
NC(=O)C1CCN(CC(=O)N2N=CCC2c2ccccc2)CC1 (stereo not given)	-8.0	-0.2	3.1	6.2	0.3	-2.3	-1.2	5.7	1.5
COc1cc(CNC2CCCC2)cc(Cl)c1OCc1ccc(F)cc1	-4.1	.	2.6	-0.3	3.8	-0.9	1.9	-6.9	-11.7
OCCCNCc1ccc(Cl)cc1Cl	2.3	.	-18.9	0.6	-1.3	-1.6	-0.6	-8.0	0.7
C[C@H]1CN([C@@H](C)CO)C(=O)c2cccc(NC(=O)c3ccc(-c4nccs4)cc3)c2O[C@@H]1CN(C)C(=O)Nc1cccc2ccccc12	-8.5	-0.4&-0.3	8.1	2.6	11.6	-2.4	0.6	-7.9	3.9
Cc1sc2nc(C(C)C)nc(SCC(=O)NC3CC3)c2c1C	-8.3	-1.5	0.3	3.7	1.5	0.2	-1.1	5.5	5.3
Cc1ccc2nc(SCC(=O)N3CCCc4ccccc43)nc(=O)n2c1	.	-0.8	-1.1	15.8	-2.1	-1.1	.	3.5	-0.2
COc1ccc2nc(Nc3nc(CSc4ccc(C)cc4)cc(=O)[nH]3)nc(C)c2c1	-11.5	0.3	-223.7	-9.6	-2.1	-3.3	3.2	-4.2	0.8
Cc1nnc(SCC(=O)Nc2ccc(N3CCOCC3)cc2)n1Cc1ccccc1	5.2	-0.6	8.8	0.9	-1.3	-0.9	3.2	1.6	-12.2
O=C(O)CSc1nnc(C2CC2)n1-c1ccccc1	5.2	.	6.9	-2.7	-0.9	-4.1	2.1	-6.5	11.1
CC(C)(C)SCCNC(=O)COc1ccccc1	-1.3	-2.0	3.1	0.4	-1.2	-0.8	2.0	9.1	-0.9
CC12CCC(=O)N1C(C(=O)Nc1ccc(Cl)c(S(=O)(=O)N3CCCCC3)c1)CS2 (stereo not given)	2.6	.	0.3	-6.7	0.0	-2.9	.	-2.0	-4.3
CCCCCCSc1ccc([C@@H]2[C@@H]3C(=O)N(CC)C(=O)[C@@H]3[C@]3(C(=O)OC)CCCCN23)cc1OC	-2.2	-3.1	-21.8	7.8	4.5	-1.4	4.3	3.5	-3.7
COc1ccc(OC)c(C(C)NC(=O)c2ccc(Br)cc2)c1 (stereo not given)	-6.5	-1.8	12.9	-2.2	-1.3	-0.8	.	-0.4	1.9
O=c1c2ccccc2[nH]c2ccccc12	-0.2	-0.3	4.8	3.9	139.4*	-0.2	1.9	-7.0	0.9
COc1ccccc1OCCn1c(SCC(=O)O)nc2ccccc21	4.0	-0.3	-1.4	3.4	-1.1	3.1	1.6	-6.7	11.8
O=C1C(c2ccc(F)cc2)N(Cc2ccc3c(c2)OCO3)C(=O)CN1C1CCCCC1 (stereo not given)	4.7	0.1	0.8	-5.6	1.9	-3.1	-1.1	6.4	-1.3
CCCCn1c(N)c(N(C(=O)CSc2nnnn2-c2ccccc2)C2CCCC2)c(=O)[nH]c1=O	5.7	-0.1	0.3	1.5	0.1	0.8	0.2	-5.6	-6.2
NS(=O)(=O)c1ccc(CCNC(=O)c2ccc3nccnc3c2)cc1	3.2	-0.9	-4.3	15.2	5.1	-3.4	-0.4	-21.0	2.1
O=C(COC(=O)c1ccc(F)c(S(=O)(=O)N2CCOCC2)c1)NCCc1ccc(F)cc1	-0.9	-0.1	0.3	2.7	0.8	-1.7	-2.7	0.4	-1.9
Cc1ccccc1-c1nc(CSc2nc3c(c(=O)[nH]2)CCC3)c(C)o1	-7.6	-3.1	-3.7	4.7	3.0	-2.1	0.5	-3.3	6.3
CC1CCC(NC(=O)c2[nH]c(C(F)(F)F)nc2-c2ccccc2)CC1 (stereo not given)	.	4.1	.	.	3.0	0.5	.	3.0	-3.0
Cc1cccc(NC(=S)N/N=C/C(C)c2ccccc2)c1C (stereo not given)	3.0	.	-27.3	2.5	-1.4	0.2	-2.9	3.7	-7.1
COc1ccc(/C=N/NC(=O)CCc2ccccc2)cc1O	2.6	-0.8	4.2	16.8	-0.5	-1.3	2.8	1.1	-8.7
Cc1ccc(C)c(N2N=C(C(=O)Nc3ccc(S(=O)(=O)N4CCCC4)cc3)CCC2=O)c1	0.9	-1.1	3.5	11.7	-2.8	0.2	1.0	9.0	-3.3
Cc1cc(-c2csc3ncnc(N4CCN(C)CC4)c23)cc(C)c1C	0.1	-1.2	3.4	2.7	0.5	-1.0	0.1	4.4	7.9
COc1ccc(OC)c(N(C)S(=O)(=O)c2ccc3c(c2)N(C(C)=O)CCO3)c1	10.6	0.2	4.2	-1.7	-1.3	-1.9	-2.1	-4.0	11.2
CC(=O)Nc1cccc(NC(=O)Nc2cccc(Cl)c2C)c1	-13.7	.	1.2	7.8	1.6	0.1	0.8	-3.8	2.6
COc1ccccc1N1CCN(c2ccc(-c3ccccc3)nn2)CC1	0.0	0.3	5.7	-6.0	-4.5	-2.6	-2.1	7.2	-7.7
Cc1ccc(OCc2cc(C(=O)N3CCC(Oc4cccnc4)CC3)no2)cc1C	-6.8	0.5	2.8	8.1	3.6	0.9	0.5	4.4	-1.8
O=C(COc1ccc(S(=O)(=O)N2CCCCC2)cc1)N1CCOCC1	1.4	0.2	-0.9	-5.7	-0.2	-0.3	-0.4	-2.0	-1.4
CCOC(=O)C(C)Oc1cccc2c(=O)n(CC(=O)NCc3ccco3)ccc12 (stereo not given)	3.5	-0.8	3.6	18.3	3.3	0.8	0.1	.	-0.8
Cc1cc([N+](=O)[O-])ccc1N(C)C	-4.5	-0.4	3.9	11.5	0.2	-1.4	-0.1	-1.2	1.6
CCN(CC)S(=O)(=O)c1ccc2nnn(O)c2c1	2.5	1.4	5.7	-3.1	0.3	-0.2	-0.7	-3.3	-2.0
Cc1ccc(S(=O)(=O)NCCC(=O)NCC(=O)Nc2c(C)cccc2C)cc1C	-0.8	-1.4	7.1	-0.7	2.1	0.4	-1.0	3.9	?
CC(=O)Oc1cccc(N2C(=O)C3C4C=CC(C4)C3C2=O)c1 (stereo not given)	0.8	-0.4	-6.2	-4.8	6.4	-1.9	-0.4	3.0	-0.2
O=C(c1ccc(CS(=O)Cc2ccccc2Cl)o1)N1CCN(c2ccccn2)CC1 (stereo not given)	-1.2	5.0	11.2	13.4	1.8	-2.1	-0.4	3.8	-1.8
COc1ccc(F)cc1S(=O)(=O)NCCCn1ccnc1	1.1	-2.2	-4.1	-13.4	0.7	-3.2	-0.7	-4.8	-25.4
Cc1c(Cl)cccc1NC(=O)CSc1nnnn1C	-0.2	-1.5	3.2	-6.7	1.0	-3.7	-0.6	0.4	-18.0
O=[N+]([O-])c1cccc(-c2nc3ccc([N+](=O)[O-])cc3[nH]2)c1	5.8	.	4.1	4.1	-2.4	-2.8	-2.8	8.4	-2.2
CCN(CCn1cccn1)Cc1cn[nH]c1-c1ccc(-c2ccccc2)cc1	3.9	.	1.5	1.6	3.8	-3.5	0.1	-9.3	-0.3
S=C(NCc1ccc(Cl)cc1Cl)NC1CCCCC1	-5.0	.	-3.0	10.8	2.9	-4.2	-1.7	12.1	-8.2
O=C(Nc1nc2ccc(Br)cc2s1)c1ccco1	-5.3	-4.3	1.1	16.9	13.2	-0.1	0.9	4.9	?
COc1ccc(CC(=O)NCC2CCCN(Cc3ccccc3OC)C2)cc1 (stereo not given)	-0.3	8.1	4.9	-1.7	2.1	0.4	1.6	-11.2	-14.0
O=C(NC1CCC(=O)N(CCSc2ccccc2)CC1)OCc1ccccc1 (stereo not given)	2.0	2.6	0.2	14.1	8.2	-2.2	1.3	-5.4	0.1
CC(C)c1ccc(-n2c(O)c(/C=N/NC(=O)c3ccncc3)c(=O)[nH]c2=O)cc1	-20.9	.	3.4	21.4	4.7	2.3	-0.2	-5.6	-0.3
CCC(C)(C)NC(=O)CN(C(=O)CNS(=O)(=O)c1ccc(C)cc1)c1ccc2c(c1)OCCO2	-7.2	-2.9	6.2	7.9	0.0	-0.4	3.3	-0.4	3.0
Cc1cccc2sc(N(CCCN(C)C)C(=O)c3cc4ccccc4oc3=O)nc12	-4.5	-1.5	1.7	18.5	-1.6	0.3	-1.4	-14.7	-4.2
CN(CC(=O)Nc1cccc(F)c1)C(=O)c1ccc2c(c1)NC(=O)CS2	-0.3	1.8	0.3	0.6	0.8	-1.3	-1.3	5.3	17.7
COc1nc(-c2cccc([N+](=O)[O-])c2)nc2ccccc12	6.2	-2.1	-11.5	-8.1	1.1	-3.6	-0.2	-4.7	3.3
COc1ccc(CNC(=O)[C@@H]2CC=C[C@@H]3CCN(C4CC4)C(=O)[C@@H]32)cc1	-2.4	-1.3	1.0	-0.9	-2.6	-2.3	-0.2	-5.1	-0.3
CC1(C)CC(=O)C=C(c2ccc(OC(F)(F)F)cc2)C1	4.7	-0.6	-3.6	-3.1	1.5	-3.6	-4.2	0.1	0.5
CN(C/N=C(\N)N[N+](=O)[O-])S(=O)(=O)c1ccccc1	-7.4	.	-30.1	2.5	6.2	-0.8	0.3	6.5	1.8
CCOC(=O)c1c(C)[nH]c(C)c1C(=O)CSc1nnc(-c2cc(OC)c(OC)c(OC)c2)o1	-4.3	-0.1	-1.3	-3.6	1.0	-5.2	-1.2	2.0	-11.9
COc1cc2ccc(=O)oc2c(O)c1O	.	-1.5	1.1	12.8	4.5	0.2	.	-3.9	-19.9
CC(C)COc1cccc(C(=O)N(C)CC(=O)Nc2cccc3ccccc23)c1	8.1	-0.7	-14.4	4.3	6.6	-0.8	-1.4	2.3	-0.1
CCCCC(CC)C(=O)Nc1cc(C(=O)NCCC)ccc1N1CCC2(CC1)CC(c1cccc(Br)c1)=NO2 (stereo not given)	-4.8	-1.7	-9.4	-4.9	-1.2	-0.4	-1.1	-7.5	0.8
CCCCSc1nc2sc3c(c2c(=O)n1-c1ccc(C)cc1)CCN(C)C3	.	1.7	5.4	11.8	4.0	-2.2	-3.2	1.6	-4.0

Another view of some results above:
> COc1ccc(CNC(=O)[C@@H]2CC=C[C@@H]3CCN(C4CC4)C(=O)[C@@H]32)cc1
  Rv3671c inh = -2.4
  Mtb BioA inh = -1.3
  MazEF act = 1.0
  GDH-TPI inh = -0.9
  Mtb FBA inh = -2.6
  FadD28 binding = -2.3
  UGM FP inh = -0.2
  PrPC surface inh = -5.1
  BoNT F protease = -0.3

> CC1(C)CC(=O)C=C(c2ccc(OC(F)(F)F)cc2)C1
  Rv3671c inh = 4.7
  Mtb BioA inh = -0.6
  MazEF act = -3.6
  GDH-TPI inh = -3.1
  Mtb FBA inh = 1.5
  FadD28 binding = -3.6
  UGM FP inh = -4.2
  PrPC surface inh = 0.1
  BoNT F protease = 0.5

> CN(C/N=C(\N)N[N+](=O)[O-])S(=O)(=O)c1ccccc1
  Rv3671c inh = -7.4
  Mtb BioA inh = .
  MazEF act = -30.1
  GDH-TPI inh = 2.5
  Mtb FBA inh = 6.2
  FadD28 binding = -0.8
  UGM FP inh = 0.3
  PrPC surface inh = 6.5
  BoNT F protease = 1.8

2 compounds picked at random from the list so far:
SMILES	Rv3671c inh	Mtb BioA inh	MazEF act	GDH-TPI inh	Mtb FBA inh	FadD28 binding	UGM FP inh	PrPC surface inh	BoNT F protease
CCCCSc1nc2sc3c(c2c(=O)n1-c1ccc(C)cc1)CCN(C)C3	.	1.7	5.4	11.8	4.0	-2.2	-3.2	1.6	-4.0
Cc1cccc2sc(N(CCCN(C)C)C(=O)c3cc4ccccc4oc3=O)nc12	-4.5	-1.5	1.7	18.5	-1.6	0.3	-1.4	-14.7	-4.2
